Source: PubChem (Vanderbilt High Throughput Screening Facility)
GluA2 TARP mod: modulators of GluA2-stargazin AMPA receptor complexes, primary screen, cell-based, membrane potential dye; calls only at 30 µM; Voltage-dependent calcium channel gamma-2 subunit (Mus musculus) + Glutamate receptor 2 …; hit rate 3.5% among 40,000; HEK293 GluA2+stargazin, membrane potential dye (FDSS), glutamate EC50; hits were called plate by plate, in both directions; AID 1259245, 2017;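 active = any of four per-well response measures lying three or more SD from its plate-wide compound average, in either direction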
Target sequence (O88602 whole entry, looked up): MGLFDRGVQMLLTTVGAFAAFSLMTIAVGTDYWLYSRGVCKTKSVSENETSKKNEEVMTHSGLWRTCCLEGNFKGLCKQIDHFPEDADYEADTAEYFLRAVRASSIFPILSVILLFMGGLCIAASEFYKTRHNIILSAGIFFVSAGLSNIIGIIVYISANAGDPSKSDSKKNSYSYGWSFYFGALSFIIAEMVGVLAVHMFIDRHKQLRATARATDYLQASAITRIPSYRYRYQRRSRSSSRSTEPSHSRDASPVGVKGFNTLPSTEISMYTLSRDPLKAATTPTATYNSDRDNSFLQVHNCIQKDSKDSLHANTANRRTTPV
Target sequence (P19491 whole entry, looked up): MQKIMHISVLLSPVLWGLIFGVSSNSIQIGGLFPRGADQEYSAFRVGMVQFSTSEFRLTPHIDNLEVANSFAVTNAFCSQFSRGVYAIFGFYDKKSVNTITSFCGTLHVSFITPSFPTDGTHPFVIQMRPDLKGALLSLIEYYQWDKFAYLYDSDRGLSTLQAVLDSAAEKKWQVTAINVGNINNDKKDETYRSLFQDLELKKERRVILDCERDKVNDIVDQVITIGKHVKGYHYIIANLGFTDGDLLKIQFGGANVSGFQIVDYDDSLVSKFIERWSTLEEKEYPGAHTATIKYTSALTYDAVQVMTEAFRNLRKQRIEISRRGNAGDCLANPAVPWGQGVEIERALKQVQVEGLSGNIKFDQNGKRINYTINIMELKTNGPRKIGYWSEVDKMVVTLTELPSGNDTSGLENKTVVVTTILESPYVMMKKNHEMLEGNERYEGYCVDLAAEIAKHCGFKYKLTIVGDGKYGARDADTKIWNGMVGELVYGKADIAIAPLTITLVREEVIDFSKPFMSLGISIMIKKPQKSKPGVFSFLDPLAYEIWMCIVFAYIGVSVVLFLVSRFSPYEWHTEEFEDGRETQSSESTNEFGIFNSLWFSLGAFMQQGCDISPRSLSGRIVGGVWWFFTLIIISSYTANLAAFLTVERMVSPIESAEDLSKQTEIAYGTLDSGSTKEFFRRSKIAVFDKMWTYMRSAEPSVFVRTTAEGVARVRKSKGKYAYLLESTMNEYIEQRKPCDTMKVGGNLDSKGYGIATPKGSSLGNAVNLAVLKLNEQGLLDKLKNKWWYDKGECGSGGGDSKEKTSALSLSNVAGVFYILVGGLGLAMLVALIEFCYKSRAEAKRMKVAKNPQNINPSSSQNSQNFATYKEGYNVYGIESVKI
GluA2 TARP mod agonism max-min: recorded beside GluA2 TARP mod, whose call it bears; compound max-min signal; compound-alone response (agonism);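 unitless range of fluorescence divided by baseline over first 100 seconds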
GluA2 TARP mod glutamate slope: recorded beside GluA2 TARP mod, whose call it bears; glutamate slope, % of max; measured here: glutamate response slope, % max;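 scaled per plate between vehicle wells and maximal 1 mM glutamate control wells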
An asterisk follows results filed as active; i = inactive; + = active, no number; & = joins results of further samples.

Value order: GluA2 TARP mod glutamate slope | GluA2 TARP mod agonism max-min | GluA2 TARP mod
CC1CC(OCC(O)CN)CC(C)(C)C1 (centres undefined)
  51.7 | 0.0734 | i
COc1cn(CC(=O)NCC2CCCO2)c(CSc2nc(C)cc(C)n2)cc1=O (centres undefined)
  43.1 | 0.0553 | i
COc1ccccc1C(=O)Nc1cc(N2CCCS2(=O)=O)ccc1C
  44.1 | 0.0565 | i
CCOc1ccc(-n2nnnc2CN2CCN(C(=O)c3ccc(C)cc3)CC2)cc1
  67.3 | 0.0418 | i
CC(NC(=O)CCCn1nc(-c2ccc(F)cc2)ccc1=O)c1ccccc1 (centres undefined)
  40.0 | 0.0457 | i
O=C(NC1CCCCC1)N1CCn2cccc2C1c1cccs1 (centres undefined)
  51.6 | 0.0622 | i
COc1ccc(OC)c(-c2ccc(=O)n(CC(=O)N3CCc4ccccc43)n2)c1
  92.4 | 0.0497 | i
O=C(CSc1cc(N2CCCC2)ncn1)N1CCc2ccccc21
  69.1 | 0.0686 | i
C=CCN(CC=C)C(=O)Cn1c(C2CC(=O)N(c3ccccc3C)C2)nc2ccccc21 (centres undefined)
  64.8 | 0.0599 | i
Cc1cc(C)n(-c2cc(NCCNS(=O)(=O)c3cccs3)ncn2)n1
  61.2 | 0.125 | i
C=CCN(CC=C)S(=O)(=O)c1ccc(C(=O)Nc2ccc3ncsc3c2)cc1
  34.6 | 0.0691 | i
O=C(CN1C(=O)C2C3C=CC(C3)C2C1=O)N1CCOCC1 (centres undefined)
  57.8 | 0.0393 | i
CCn1ccnc1N1CCN(C(=O)c2ccccc2Cl)CC1
  67.4 | 0.0774 | i
COc1ccc(CC(=O)Nc2nnc(-c3cc(C)nn3C)o2)cc1
  49.0 | 0.0857 | i
Cc1ccc(NC(=O)Cn2cnc3c(nnn3C)c2=O)c(C)c1
  53.8 | 0.0802 | i

Copied from the list:
`CC1CC(OCC(O)CN)CC(C)(C)C1` (centres undefined) in GluA2 TARP mod agonism max-min → 0.0734
`O=C(CN1C(=O)C2C3C=CC(C3)C2C1=O)N1CCOCC1` (centres undefined) in GluA2 TARP mod glutamate slope → 57.8

Following part.
Value order: GluA2 TARP mod glutamate slope | GluA2 TARP mod agonism max-min | GluA2 TARP mod
COc1ccc(CC(=O)Nc2nc(-c3cc(Cl)sc3Cl)cs2)cc1
  60.3 | 0.0824 | i
Cc1ccc(S(=O)(=O)N(C)c2cc(S(=O)(=O)N(C)c3ccc(Cl)cc3)c(C)cc2C)cc1
  75.4 | 0.109 | i
COc1ccc(OC)c(NC(=O)Cn2cnc3c(-c4ccccc4)csc3c2=O)c1
  46.9 | 0.105 | i
COc1ccc(NC(=O)c2nnn(Cc3ccc(Br)cc3)c2N)cc1OC
  50.9 | 0.0606 | i
CN1CCOc2ccc(NC(=O)c3ccsc3)cc2C1=O
  64.3 | 0.058 | i
CCCS(=O)(=O)N1CCC2(CC1)NC(=O)N(CCc1ccccc1)C2=O
  42.2 | 0.0567 | i
CN(C)S(=O)(=O)N1CCN(Cc2nnnn2-c2ccc(Cl)cc2)CC1
  59.3 | 0.0481 | i
CN(Cc1ccccc1)c1nc2c(c(=O)n(C)c(=O)n2C)n1CC(=O)O
  41.0 | 0.0484 | i
CN1CCN(c2ccc(-c3ccc(NC(=O)Nc4ccc(F)cc4)cc3)nn2)CC1
  25.2 | 0.039 | i
COc1cc(/C=C/C(=O)c2cc(Br)ccc2O)cc(OC)c1OC
  53.2 | 0.0772 | i
O=C(Oc1ccnc2cc(Cl)ccc12)N1CCCC1
  67.8 | 0.0712 | i
COc1ccc(-c2coc3c4c(ccc3c2=O)OCN(C2CC(C)(C)NC(C)(C)C2)C4)cc1OC
  51.7 | 0.136 | i
Cc1ccccc1-c1ccc(N2CCN(C(=O)c3cncc(Br)c3)CC2)nn1
  23.6 | 0.0326 | i
O=C(Nc1cccc(N2CCCCC2=O)c1)C(=O)NC1CCCC1
  51.1 | 0.0545 | i
O=S(=O)(c1cccc2cccnc12)N1CCCCCC1
  51.6 | 0.0472 | i
Cc1c(C(=O)NCCc2ccccc2)nnn1-c1ccc(Br)cc1
  58.0 | 0.0854 | i
COC(=O)C1=C(C)NC(=O)NC1c1ccc(OC(F)F)c(OC)c1 (centres undefined)
  68.3 | 0.12 | i
CSCCC(C)(O)CNC(=O)COc1ccccc1C (centres undefined)
  58.0 | 0.08 | i
O=C(NCC(c1cccc2ccccc12)N1CCOCC1)C(=O)Nc1ccc2c(c1)OCCO2 (centres undefined)
  76.9 | 0.121 | i
Cc1ccc(Sc2c(C)nn(C(C)(C)C)c2OC(=O)C23CC4CC(CC(C4)C2)C3)cc1
  64.7 | 0.102 | i
COc1ccc(NC(=O)CSc2nccn(-c3cc(C)cc(C)c3)c2=O)c(OC)c1
  48.8 | 0.0731 | i
O=C(NC1CC(=O)N(c2ccccc2)C1)c1ccc(C(F)(F)F)cc1 (centres undefined)
  67.6 | 0.11 | i
Cc1cccc(NC(=O)Nc2ccc(CN3CCN(C)CC3)cc2)c1
  58.3 | 0.0979 | i
Cc1nc2nc(-c3ccc(O)cc3)cc(C(=O)O)c2[nH]1
  50.2 | 0.0826 | i
Cc1cc(C(=O)N2CCOCC2)nn1CC(=O)Nc1ccon1
  63.4 | 0.0855 | i
COc1ccc(S(=O)(=O)Nc2ccccc2C(=O)N2CCN(c3ccccc3)CC2)cc1
  56.9 | 0.0836 | i
COc1ccc(-c2noc(-c3nnn(-c4cc(Cl)ccc4C)c3C)n2)cc1
  68.0 | 0.146 | i
COc1ccc(S(=O)(=O)NCCCc2ccc(N(C)C)cc2)cc1Cl
  43.5 | 0.135 | i
Cc1nn(C2CCS(=O)(=O)C2)c2nc(-c3ccco3)cc(C(=O)NCC3CCCO3)c12 (centres undefined)
  29.3 | 0.0417 | i
Cn1cccc1C(CNS(=O)(=O)c1ccc(Cl)cc1)N1CCCCCC1 (centres undefined)
  52.1 | 0.0567 | i
COc1ccc2c(C)c(-c3ccc(Br)cc3)c(=O)oc2c1
  62.9 | 0.0599 | i
O=C(CS(=O)(=O)Cc1ccccc1)NCc1ccccc1
  43.4 | 0.0994 | i
COc1ccc(C(=O)NNC(=O)c2ccc(=O)n(Cc3ccccc3)c2)cc1OC
  55.9 | 0.075 | i
Cc1ccc(NS(=O)(=O)N2CCCCC2)cc1
  50.2 | 0.0925 | i
O=C(NC1CCN(Cc2ccccc2)CC1)C1CCN(c2cc(Oc3ccccc3)ncn2)CC1
  42.6 | 0.0761 | i
O=C(NCC(=O)N1CCC(Cn2cnc3ccccc32)CC1)c1ccccc1
  59.5 | 0.146 | i
COc1ccc(S(=O)(=O)Cc2nc(-c3ccc4c(c3)OCO4)no2)cc1
  59.2 | 0.0911 | i
CCc1ccccc1-n1c(C)c(C)n2c3c(=O)n(CCN4CCOCC4)c(=O)n(C)c3nc12
  39.2 | 0.046 | i
Cc1nc(N2CC(C)OC(C)C2)nc(NCc2ccccc2)c1[N+](=O)[O-] (centres undefined)
  65.6 | 0.0808 | i
Cc1nn(C)cc1CN(C)C(=O)COc1ccc2ccccc2c1
  60.2 | 0.0924 | i
Cc1ccc2nc(N3CCN(C(=O)c4cc(C)no4)CC3)sc2c1
  31.6 | 0.0432 | i
COc1ccc(S(=O)(=O)NCCC(=O)NCc2cccnc2)cc1N(C)S(=O)(=O)c1ccccc1
  57.4 | 0.089 | i
COC(=O)CN1CCN(c2nc3c(c(=O)[nH]c(=O)n3C)n2Cc2ccc(Br)cc2)CC1
  21.6 | 0.083 | i
CCOC(=O)N1CCN(C(=O)C2CN(C(=O)COc3ccccc3F)C2)CC1
  59.7 | 0.0919 | i
COCCCN1COc2ccc3cc(-c4cc(OC)ccc4OC)c(=O)oc3c2C1
  16.2 | 0.0368 | i
Cn1c(=O)c2c(nc(Nc3ccc(Oc4ccccc4)cc3)n2CC(=O)O)n(C)c1=O
  36.4 | 0.0623 | i
Cc1ccc(S(=O)(=O)NCCn2nc(C)c(Cl)c2C)cc1C
  33.0* | 0.129* | +
CCOc1ccc2nc(NC(=O)Cn3cnc(C(C)C)cc3=O)sc2c1
  61.8 | 0.11 | i
COCCn1c(N)c(C(=O)NCc2cccs2)c2nc3ccccc3nc21
  61.5 | 0.134 | i
CC(C)c1nnc(C2CCN(CC(=O)Nc3ccc4c(c3)OCO4)CC2)o1
  57.8 | 0.0714 | i
O=C(NCCCSc1ncccn1)Nc1ncccn1
  43.4 | 0.0391 | i
COc1ccc(SCCCC(=O)Nc2nnc(-c3cc(C)n(C)n3)o2)cc1
  40.5 | 0.0545 | i
O=C(CSc1nc(=O)n(CC2CCCO2)c2c1CCC2)Nc1ccccc1 (centres undefined)
  52.7 | 0.0755 | i
CCn1c(=NC(=O)c2cc(C)no2)sc2ccccc21
  46.3 | 0.103 | i
Cc1ccc(OCC(O)Cn2c(C3CC(=O)N(c4ccccc4F)C3)nc3ccccc32)cc1 (centres undefined)
  51.6 | 0.119 | i
CCOc1ccccc1NC(=O)NC1CCCC(O)C1 (centres undefined)
  71.0 | 0.142 | i
CCOC(=O)c1csc(NC(=O)Cc2ccc(S(=O)(=O)CC)cc2)n1
  70.5 | 0.0667 | i
Cc1nc(-n2cccc2)sc1C(=O)N1CCC(NC(=O)OC(C)(C)C)CC1
  58.2 | 0.11 | i
COc1cn(CC(=O)Nc2ccc(C(N)=O)cc2)c(CSc2nnc(C)s2)cc1=O
  52.6 | 0.0519 | i
CCOC(=O)c1c(SCC(=O)Nc2ccc(OC)cc2)nc(=O)[nH]c1C
  63.1 | 0.0559 | i

Next section.
Value order: GluA2 TARP mod glutamate slope | GluA2 TARP mod agonism max-min | GluA2 TARP mod
CC(=O)NS(=O)(=O)c1ccc(NC(=O)c2cc(-c3ccc(C)cc3)nc3ccccc23)cc1
  12.2 | 0.0659 | i
CCC(C)NC(=O)Cn1c(=O)n(-c2ccc(OC)cc2)c(=O)c2ccccc21 (centres undefined)
  41.3 | 0.061 | i
O=S(=O)(c1cc(-c2nnc(-c3ccc(Br)cc3)o2)ccc1Cl)N1CCCCC1
  8.0 | 0.0609 | i
COc1ccc(Cl)cc1NC(=O)CN1CCN(C(=O)N2CCOCC2)CC1
  62.6 | 0.0665 | i
CCn1c(SCC(N)=O)nnc1-c1cn(C)nc1OC
  54.2 | 0.115 | i
CC(C)c1nnc(C2CCN(CC(=O)Nc3cccc(C(F)(F)F)c3)CC2)o1
  56.4 | 0.0736 | i
O=C(NCCCn1ccnc1)c1nn(-c2ccc(F)cc2)cc1OCc1ccccc1
  47.3 | 0.147 | i
CC(=O)c1ccc(NC(=O)C2CC(=O)N(c3ccc(C)cc3)C2)cc1 (centres undefined)
  38.3 | 0.0911 | i
CS(=O)(=O)N1CCCC(C(=O)Nc2nc(-c3ccc4c(c3)OCO4)cs2)C1 (centres undefined)
  35.0 | 0.116 | i
CCOc1ccccc1NC(=O)C(=O)NCC1CCN(c2ccccn2)CC1
  60.0 | 0.104 | i
CCc1nnc(NC(=O)c2ccc(-c3ccccc3F)o2)s1
  58.4 | 0.106 | i
COC(=O)c1sccc1S(=O)(=O)NCC1CCN(C(=O)Oc2ccccc2)CC1
  62.3 | 0.0625 | i
Cn1c(=O)c(C(=O)N2CCc3ccccc3C2)cc2cccnc21
  52.5 | 0.0972 | i
COc1ccccc1N1CCN(C(=O)c2cccc(N3C(=O)C(C)CS3(=O)=O)c2)CC1 (centres undefined)
  79.8 | 0.14 | i
NC(=O)C1Cc2ccccc2N1C(=O)c1ccc2c(c1)OCO2 (centres undefined)
  58.9 | 0.102 | i
CN(c1ccsc1C(=O)Nc1ccc(Oc2ccccc2)cc1)S(=O)(=O)c1ccccc1
  46.1&116.9 | 0.0923&0.0406 | i
CN1CCN(S(=O)(=O)c2ccc(C(=O)Nc3cccnc3)o2)CC1
  64.8 | 0.123 | i
COc1ccc(CC(=O)Nn2cnc3c(cnn3C(C)(C)C)c2=O)cc1
  35.4 | 0.0346 | i
CN(C)S(=O)(=O)N1CCN(C(=O)c2ccccc2)CC1
  69.6 | 0.116 | i
CCc1ccc(S(=O)(=O)Nc2ccc(OC)c(N3CCCCC3=O)c2)s1
  53.7 | 0.0371 | i
CCC(C)n1c(C)cn2c3c(=O)n(Cc4c(F)cccc4Cl)c(=O)n(C)c3nc12 (centres undefined)
  62.6 | 0.116 | i
COc1ccc(CC(=O)Nc2c3c(nn2C)CCC3)cc1C
  60.3 | 0.0787 | i
CCc1ccc(S(=O)(=O)Nc2ccc3c(c2)N(S(C)(=O)=O)CCC3)cc1
  64.6 | 0.0458 | i
COc1ccc(NC(=O)Nc2ccccc2)cc1N1CCCCC1=O
  41.8 | 0.0634 | i
COCCCNc1nc2c(c(=O)n(C)c(=O)n2C)n1CC(O)c1ccccc1 (centres undefined)
  53.0 | 0.0973 | i
CNC(=O)Cn1nnn(-c2ccc(NC(=O)/C=C/c3ccccc3)cc2)c1=O
  56.5 | 0.135 | i
Cc1cc(C2CCCCC2)ccc1O
  37.1 | 0.138 | i
COc1ccccc1-c1ccc(N2CCC(C(=O)N3CCN(c4ccccc4OC)CC3)CC2)nn1
  69.3 | 0.127 | i
Cc1ccc(S(=O)(=O)CCCC(=O)Nc2nc(-c3ccccn3)cs2)cc1
  57.1 | 0.107 | i

Some of the entries so far, in CSV form:
Molecule,GluA2 TARP mod glutamate slope,GluA2 TARP mod agonism max-min,GluA2 TARP mod
CCc1ccc(S(=O)(=O)Nc2ccc3c(c2)N(S(C)(=O)=O)CCC3)cc1,64.6,0.0458,i
COc1ccc(NC(=O)Nc2ccccc2)cc1N1CCCCC1=O,41.8,0.0634,i
CN(C)S(=O)(=O)N1CCN(C(=O)c2ccccc2)CC1,69.6,0.116,i
COCCCNc1nc2c(c(=O)n(C)c(=O)n2C)n1CC(O)c1ccccc1 (centres undefined),53.0,0.0973,i
CCC(C)n1c(C)cn2c3c(=O)n(Cc4c(F)cccc4Cl)c(=O)n(C)c3nc12 (centres undefined),62.6,0.116,i
CN1CCN(S(=O)(=O)c2ccc(C(=O)Nc3cccnc3)o2)CC1,64.8,0.123,i

A portion of the library; the hit share may differ from the screen's.
